aGal spleen mod: alpha-galactosidase A (human) modulation; human spleen homogenate, 4MU-alpha-Gal fluorescence, 40 min; Potency, µM (titrated, usually from 80 µM), for inactives: at the top dose activity change, negative = inhibition, most hits filed as inhibitors; 0.008% of 240,000 active;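 note: potency is the fitted concentration of half-maximal effect; 0% = enzyme with vehicle and -100% = no enzyme basal signal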
Target sequence (P06280 32-429 limits assumed): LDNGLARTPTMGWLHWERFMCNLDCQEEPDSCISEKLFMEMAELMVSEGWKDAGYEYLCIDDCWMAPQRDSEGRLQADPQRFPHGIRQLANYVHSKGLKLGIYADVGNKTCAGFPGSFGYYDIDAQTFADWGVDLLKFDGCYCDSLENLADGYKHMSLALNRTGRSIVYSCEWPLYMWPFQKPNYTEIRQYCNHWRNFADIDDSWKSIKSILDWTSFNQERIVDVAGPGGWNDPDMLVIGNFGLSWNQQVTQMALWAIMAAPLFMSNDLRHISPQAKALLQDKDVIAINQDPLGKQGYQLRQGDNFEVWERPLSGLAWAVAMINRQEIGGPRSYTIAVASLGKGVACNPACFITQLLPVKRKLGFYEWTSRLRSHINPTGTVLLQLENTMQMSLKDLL
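Spleen homogenate 1 ug + cpd (titration) + 4-MU-alpha-D-galactopyranoside 1 mM; 37C 40 min; 50 mM citrate/phosphate pH 5.0, 0.01% Tween-20; stop pH 10; fluorescence 365/440; AC50 via Hill.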
IMPase Li cell: cell-permeable IMPase inhibitors with lithium potentiation | 0.35% of 210,000 active | CHO-M1 cells, IP1 TR-FRET (IP-One), carbachol + lithium | Potency, µM (highest dose often 59.4 µM), for inactives: at the top dose activity, negative = IMPase inhibition, most hits filed as inhibitors;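 note: IP1 builds up when IMPase is blocked and the TR-FRET signal falls; potency is the fitted concentration of half-maximal effect; plate controls were basal vehicle for no effect and high inhibitor control for full effect; nearly all actives have a fitted effect of over 50% in size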
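Lithium-sensitised IP1 accumulation assay; M1-expressing CHO cells treated 30 min at 37C with compound. Competitive antibody detection by time-resolved FRET followed a 10 min room-temperature lysis step.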
Lamin A splicing: modulators of lamin A splicing | HeLa LMNA splicing GFP/RFP minigene ratio, 48 h | Potency, µM (doses to about 46.1 µM), for the others: at the highest dose ratio change, negative = inhibition, usual class: inhibitors | 0.01% of 200,000 active | AID 1487; active = well fitted inhibition curve with a large enough effect in the signal ratio, with a control signal flat, not every such curve was filed as active; inconclusive = small, poorly fitted or top-dose-only effect, or effect the other way, or a change in a side signal; the % refers to the signal ratio; note: potency is the fitted concentration of half-maximal effect; % is set by controls: 0 for no effect and ±100 for the full control effect
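Read-out is the ratio of GFP to DsRed2 object intensity, acquired by 488 nm laser-scanning cytometry on HeLa lamin A-EGFP minigene reporter cells. Compound incubation 48 hrs at 37 °C in Opti-MEM with 2% FBS; DMSO 0.5% final.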
Epigenetic reg: epigenetic control regulation, reporter derepression | murine LDR cells, GFP reporter derepression, 30 h | Potency, µM (top dose mostly 53.9 µM), for the others: at the highest dose GFP activation, usual class: activators | 0.2% of 280,000 active; note: potency is the fitted concentration of half-maximal effect; % of control where 0% means no effect; nearly all actives have a fitted effect of over 60% in size
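Murine LDR cells carrying a silenced, genomically integrated CMV-driven GFP reporter were exposed to compound for 30 hours at 37 C. After PBS washes, GFP-positive cells (20–120 um objects) were counted by laser-scanning microplate cytometry.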
Luc counter: counter-screen: inhibitors of Kinase-Glo firefly luciferase; Q27757; Kinase-Glo luciferase, ATP luminescence, 8 min; Potency, µM (top dose mostly 38.3 µM), without a hit: at the highest dose activity change, negative = inhibition, usual class: inhibitors; 0.28% of 200,000 active; AID 1379; note: potency is the fitted concentration of half-maximal effect; % is set by controls: 0 for no effect and ±100 for the full control effect; nearly all actives have a fitted effect of over 60% in size
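Substrate mix (final 50 mM imidazole pH 7.2, 50 mM KCl, 7 mM MgCl2, 10 uM ATP, 0.01% Tween 20, 0.05% BSA) plus pin-tool compound, then Kinase-Glo detection mix; 8 min ambient, luminescence read.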
NPSR antagonist: antagonists of human neuropeptide S receptor cAMP signaling. Potency, µM (series often up to 38.3 µM), for the others: at the top dose activity change, negative = inhibition, hits mostly inhibitors. AID 1461. CHO-NPSR cells, cAMP TR-FRET, antagonist mode. 1% of 220,000 active. Q6W5P4; note: potency is the fitted concentration of half-maximal effect; % is set by controls: 0 for no effect and ±100 for the full control effect; nearly all actives have a fitted effect of over 50% in size; many of its hits are not listed in these tables
CBFb RUNX1 block: inhibitors of human CBF-beta and RUNX1 interaction; Q01196+Q13951; AlphaScreen CBFb-His/RUNX1-biotin binding, biochemical; Potency, µM (series often up to 59.8 µM), without a hit: at the top dose activity, negative = inhibition, actives largely listed as inhibitors; 230,000 tested, under 10 active; AID 1477; note: % of control where 0% means no effect
Target sequence (Q01196 whole entry, looked up): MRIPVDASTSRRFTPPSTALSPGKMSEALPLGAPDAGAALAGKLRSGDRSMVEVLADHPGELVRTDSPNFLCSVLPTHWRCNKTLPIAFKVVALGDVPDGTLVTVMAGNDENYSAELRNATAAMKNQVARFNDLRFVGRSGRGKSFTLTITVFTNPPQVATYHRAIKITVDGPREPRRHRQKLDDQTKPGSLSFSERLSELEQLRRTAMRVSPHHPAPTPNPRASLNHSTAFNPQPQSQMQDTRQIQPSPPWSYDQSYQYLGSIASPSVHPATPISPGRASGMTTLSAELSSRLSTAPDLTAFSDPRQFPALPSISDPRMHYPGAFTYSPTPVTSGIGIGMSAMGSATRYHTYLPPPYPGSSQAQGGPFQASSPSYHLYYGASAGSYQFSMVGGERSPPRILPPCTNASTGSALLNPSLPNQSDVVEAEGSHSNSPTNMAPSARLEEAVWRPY
Target sequence (Q13951 whole entry, looked up): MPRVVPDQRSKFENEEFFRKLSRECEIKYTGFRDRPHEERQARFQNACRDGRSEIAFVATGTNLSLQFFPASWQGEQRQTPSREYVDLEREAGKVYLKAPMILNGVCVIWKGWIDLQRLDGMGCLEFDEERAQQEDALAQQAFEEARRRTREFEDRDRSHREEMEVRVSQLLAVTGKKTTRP
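Room-temperature protein-protein interaction test with 30 nM each of His-tagged CBF-beta and biotinylated RUNX1, 15 min with compound, then 90 min with nickel plus streptavidin beads. Signal read in AlphaScreen mode.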
An asterisk follows results filed as active; [ ] = dose if it differs, or a comment. Unless noted, calls come from the whole dose curve; as a rule, active = well fitted curve in the direction sought with a large enough effect; inconclusive = small, poorly fitted or top-dose-only effect, or another doubt; inactive = no such curve, though single readings can be large; an effect the other way counts as inactive or inconclusive. An excerpt, so the mix of outcomes need not match the whole.

Results for Cc1cccc(NC(=O)CN2C(=O)N/C(=C\c3ccc(N4CCOCC4)cc3)C2=O)c1 ?
aGal spleen mod: -9%; IMPase Li cell: -4%; Lamin A splicing: -9%; Epigenetic reg: -1.0%; Luc counter: 3%; NPSR antagonist: 1%; CBFb RUNX1 block: 7%

Results for CCOC(=O)c1sc2nc(N3CCOCC3)c3c(c2c1N)CCC3 ?
aGal spleen mod: inconclusive; IMPase Li cell: -7%[38.3 µM]; Lamin A splicing: -5%; Epigenetic reg: 0.8%; Luc counter: -1%; NPSR antagonist: -14%[46.1 µM]; CBFb RUNX1 block: 9%

Results for COc1ccccc1Nc1nc(N)nc(CN2CCN(Cc3ccccc3)CC2)n1 ?
aGal spleen mod: 5%; IMPase Li cell: 16%[38.3 µM]; Lamin A splicing: 2%; Epigenetic reg: -1.0%; Luc counter: -2%; NPSR antagonist: -22%[46.1 µM]; CBFb RUNX1 block: 0%

How did CC1(C)CN=C(NC2CCCCC2)S1 do in these assays?
aGal spleen mod: 1%; IMPase Li cell: 33%[activator][38.3 µM]; Lamin A splicing: 1%; Epigenetic reg: -1.0%; Luc counter: 4%; NPSR antagonist: -4%[46.1 µM]; CBFb RUNX1 block: 3%

What do the screens show for `CS(=O)(=O)Nc1ccc(C2=NN(S(=O)(=O)c3ccccc3)C(c3cccs3)C2)cc1` (configuration not stated)?
aGal spleen mod: inconclusive; IMPase Li cell: -1%; Lamin A splicing: inconclusive; Epigenetic reg: 6.0%; Luc counter: -1%; NPSR antagonist: -55%; CBFb RUNX1 block: -8%

How did O=C(Nc1nc(-c2cccc3ccccc23)cs1)c1cnccn1 do in these assays?
aGal spleen mod: 5%; IMPase Li cell: -10%; Lamin A splicing: 0%; Epigenetic reg: -3.8%; Luc counter: 0%; NPSR antagonist: 11%; CBFb RUNX1 block: 3%

What do the screens show for `CCOC(=O)c1c(NC(=O)CN2CCOCC2)sc2c1CCCC2`?
aGal spleen mod: -2%; IMPase Li cell: 10%[38.3 µM]; Lamin A splicing: 6%; Epigenetic reg: 2.6%; Luc counter: -4%; NPSR antagonist: -10%[46.1 µM]; CBFb RUNX1 block: -1%

Results for O=C(CSc1nc2c(c(C(F)(F)F)n1)CCc1ccccc1-2)NCc1ccccc1 ?
aGal spleen mod: 0%; IMPase Li cell: 10µM*; Lamin A splicing: -4%; Epigenetic reg: 1.0%; Luc counter: -1%; NPSR antagonist: inconclusive; CBFb RUNX1 block: 7%

How did CCOC(=O)CSc1n[nH]c(NC(=O)c2ccccc2)n1 do in these assays?
aGal spleen mod: 4%; IMPase Li cell: 3%[38.3 µM]; Lamin A splicing: 0%; Epigenetic reg: -1.4%; Luc counter: -2%; NPSR antagonist: -2%[46.1 µM]; CBFb RUNX1 block: -3%

Results for CCOC(=O)c1sc(NC(=O)Cc2ccc(F)cc2)nc1C ?
aGal spleen mod: 1%; IMPase Li cell: inconclusive; Lamin A splicing: -12%[46 µM]; Epigenetic reg: -1.1%; Luc counter: 0%; NPSR antagonist: -18%; CBFb RUNX1 block: 6%

Sorted by length of the SMILES (low to high): part of the list above.
Results for CCOC(=O)c1sc(NC(=O)Cc2ccc(F)cc2)nc1C ?
aGal spleen mod: 1%; IMPase Li cell: inconclusive; Lamin A splicing: -12%[46 µM]; Epigenetic reg: -1.1%; Luc counter: 0%; NPSR antagonist: -18%; CBFb RUNX1 block: 6%

What do the screens show for `CCOC(=O)c1c(NC(=O)CN2CCOCC2)sc2c1CCCC2`?
aGal spleen mod: -2%; IMPase Li cell: 10%[38.3 µM]; Lamin A splicing: 6%; Epigenetic reg: 2.6%; Luc counter: -4%; NPSR antagonist: -10%[46.1 µM]; CBFb RUNX1 block: -1%

Results for O=C(CSc1nc2c(c(C(F)(F)F)n1)CCc1ccccc1-2)NCc1ccccc1 ?
aGal spleen mod: 0%; IMPase Li cell: 10µM*; Lamin A splicing: -4%; Epigenetic reg: 1.0%; Luc counter: -1%; NPSR antagonist: inconclusive; CBFb RUNX1 block: 7%

(list continues)
How did O=C(Nc1ccccc1)[C@@]12C[C@@H]1/C(=N/O)c1ccccc1O2 do in these assays?
aGal spleen mod: 4%; IMPase Li cell: 23%; Epigenetic reg: -0.3%; Luc counter: 2%; CBFb RUNX1 block: 5%[21.7 µM]

How did O=[N+]([O-])c1cccc(-c2nc3ccc([N+](=O)[O-])cc3[nH]2)c1 do in these assays?
aGal spleen mod: -3%; IMPase Li cell: 0%; Lamin A splicing: -7%[9.22 µM]; Epigenetic reg: 1.1%; Luc counter: inconclusive; NPSR antagonist: -15%; CBFb RUNX1 block: 4%

Results for O=C(CCCn1c(=S)[nH]c2ccccc2c1=O)NCc1ccco1 ?
aGal spleen mod: -3%; IMPase Li cell: 0%[38.3 µM]; Lamin A splicing: 7%; Epigenetic reg: -0.7%; Luc counter: 0%; NPSR antagonist: -9%[46.1 µM]; CBFb RUNX1 block: -1%

What do the screens show for `Cc1cccc(N2CCN(C(=O)CN3C(=O)C4CC=CCC4C3=O)CC2)c1C` (configuration not stated)?
aGal spleen mod: -1%; IMPase Li cell: -8%; Epigenetic reg: -1.6%; Luc counter: 4%; NPSR antagonist: 1%; CBFb RUNX1 block: 0%

How did O=S(=O)(c1ccc(Br)s1)N1CCN(c2ncccn2)CC1 do in these assays?
aGal spleen mod: -5%; IMPase Li cell: 0%[38.3 µM]; Lamin A splicing: -7%; Epigenetic reg: 0.0%; Luc counter: 0%; NPSR antagonist: -17%[46.1 µM]; CBFb RUNX1 block: 0%

How did CCOC(=O)c1c(C)nc2c(c1-c1ccccc1)C(=O)CC(C)(C)C2 do in these assays?
aGal spleen mod: 2%; IMPase Li cell: -13%[38.3 µM]; Lamin A splicing: -6%; Epigenetic reg: -1.3%; Luc counter: -4%; NPSR antagonist: -15%[46.1 µM]; CBFb RUNX1 block: -2%

Results for CCCNC(=O)c1c(C)cc(=O)oc1C ?
aGal spleen mod: 1%; IMPase Li cell: -6%[38.3 µM]; Lamin A splicing: 1%; Epigenetic reg: 0.0%; Luc counter: 0%; NPSR antagonist: -3%[46.1 µM]; CBFb RUNX1 block: 4%

How did Cc1oc(-c2ccc(Cl)cc2)cc1C(=O)/C(C#N)=C/Nc1ccccc1 do in these assays?
aGal spleen mod: 4%; Epigenetic reg: -4.8%; NPSR antagonist: 16%; CBFb RUNX1 block: 9%

Results for O=C(Nc1ncn[nH]1)C(F)(F)C(F)F ?
aGal spleen mod: -6%; IMPase Li cell: 33%[38.3 µM]; Lamin A splicing: -2%; Epigenetic reg: -2.5%; Luc counter: -4%; NPSR antagonist: -4%[46.1 µM]; CBFb RUNX1 block: -13%

Results for CCCCc1nc2ccccc2c(=O)n1NC(=O)c1c(O)c2cccc3c2n(c1=O)CCC3 ?
aGal spleen mod: -1%; IMPase Li cell: 21%[38.3 µM]; Lamin A splicing: 6%; Epigenetic reg: -0.7%; Luc counter: -2%; NPSR antagonist: 3%[46.1 µM]; CBFb RUNX1 block: -6%

How did COc1ccc(C(C(=O)NC2CCCCC2)N(C(=O)c2sc(C)nc2C)c2ccc(C(C)=O)cc2)cc1 (configuration not stated) do in these assays?
aGal spleen mod: -7%; IMPase Li cell: 7%[38.3 µM]; Lamin A splicing: 3%; Epigenetic reg: 0.0%; Luc counter: -5%; NPSR antagonist: inconclusive; CBFb RUNX1 block: 0%

How did Cc1ccccc1SCC(=O)NC1CCOC1=O (configuration not stated) do in these assays?
aGal spleen mod: 6%; IMPase Li cell: 1%[38.3 µM]; Lamin A splicing: 7%; Epigenetic reg: 0.0%; Luc counter: -1%; NPSR antagonist: 0%[46.1 µM]; CBFb RUNX1 block: 2%

How did CC(C)c1ccccc1NC(=S)N1CCN(S(=O)(=O)c2cccs2)CC1 do in these assays?
aGal spleen mod: -6%; IMPase Li cell: 10%; Lamin A splicing: -17%[46 µM]; Epigenetic reg: -0.3%; Luc counter: -1%; NPSR antagonist: -29%; CBFb RUNX1 block: 1%

Results for CCOC(=O)CSc1nc2ccccc2n1CC(=O)N(C(C)C)C(C)C ?
aGal spleen mod: 18%; Lamin A splicing: 5%; Epigenetic reg: -0.2%; NPSR antagonist: -21%[46.1 µM]; CBFb RUNX1 block: 0%

What do the screens show for `CCOCCCNC(=O)c1c(N)n(-c2ccc(S(N)(=O)=O)cc2)c2nc3ccccc3nc12`?
aGal spleen mod: inconclusive; IMPase Li cell: -3%[38.3 µM]; Lamin A splicing: -5%; Epigenetic reg: 0.0%; Luc counter: -3%; NPSR antagonist: -23%[46.1 µM]; CBFb RUNX1 block: 16%

What do the screens show for `COc1ccc(NC(=S)Nc2ccccn2)c(OC)c1`?
aGal spleen mod: -4%; IMPase Li cell: 3%; Lamin A splicing: inconclusive; Epigenetic reg: 5.9%; Luc counter: 6%; NPSR antagonist: inconclusive; CBFb RUNX1 block: -3%

How did O=C(CCCCn1c(=O)[nH]c2ccccc2c1=O)NC1CCN(Cc2ccccc2)CC1 do in these assays?
aGal spleen mod: -1%; IMPase Li cell: 11%; Lamin A splicing: -1%; Epigenetic reg: 2.3%; Luc counter: 3%; NPSR antagonist: 9%; CBFb RUNX1 block: 2%[2.36 µM]

How did O=S1(=O)NC(=NCCc2ccccn2)c2ccccc21 do in these assays?
aGal spleen mod: 1%; IMPase Li cell: 4%; Lamin A splicing: -16%[46 µM]; Epigenetic reg: -4.0%; Luc counter: 0%; NPSR antagonist: 9%; CBFb RUNX1 block: 5%

Results for COc1ccc(CNc2nc3nc(-c4ccccc4)cc(=O)n3[nH]2)cc1OC ?
aGal spleen mod: 12%; IMPase Li cell: 7%[38.3 µM]; Lamin A splicing: 0%; Epigenetic reg: -0.7%; Luc counter: -4%; NPSR antagonist: 8%[46.1 µM]; CBFb RUNX1 block: 7%

What do the screens show for `Cc1nc(N2CCOCC2)c2c3c(sc2n1)CCC3`?
aGal spleen mod: -4%; IMPase Li cell: 1%; Epigenetic reg: -1.1%; Luc counter: -1%; NPSR antagonist: -11%; CBFb RUNX1 block: 9%

Results for Cc1ccc(NCC(=O)Nc2ccc(Br)cc2)cc1F ?
aGal spleen mod: 0%; Lamin A splicing: -9%; Epigenetic reg: -0.9%; NPSR antagonist: -21%[46.1 µM]; CBFb RUNX1 block: 0%

How did CCOC(=O)c1ccc(NC(=O)c2ccc(C)c(S(=O)(=O)N3CCOCC3)c2)cc1 do in these assays?
aGal spleen mod: 6%; IMPase Li cell: 16%[38.3 µM]; Lamin A splicing: -2%; Epigenetic reg: -4.5%; Luc counter: 0%; NPSR antagonist: -27%[46.1 µM]; CBFb RUNX1 block: 4%

Results for CCOC(=O)C1(Cc2cccc(F)c2)CCN(C(=O)c2cscn2)CC1 ?
aGal spleen mod: -7%; IMPase Li cell: -1%; Epigenetic reg: 1.2%; NPSR antagonist: 12%; CBFb RUNX1 block: 10%

Compound activity (PubChem BioAssay)
